LYPLA2 counter: counter-screen for PME1 inhibitors: inhibitors of human LYPLA2; recombinant LYPLA2, FP-Rh probe fluorescence polarization; AID 2177; O95372; actives 0.38% (n = 320,000); inhibition, % at 5.9 µM;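 active = inhibition above the screen-wide mean plus 3 SD, limit set per campaign, cut at about 26% in these data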;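 note: 0% = LYPLA2 with DMSO and 100% = wells lacking LYPLA2 enzyme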
Target sequence (O95372 whole entry, looked up): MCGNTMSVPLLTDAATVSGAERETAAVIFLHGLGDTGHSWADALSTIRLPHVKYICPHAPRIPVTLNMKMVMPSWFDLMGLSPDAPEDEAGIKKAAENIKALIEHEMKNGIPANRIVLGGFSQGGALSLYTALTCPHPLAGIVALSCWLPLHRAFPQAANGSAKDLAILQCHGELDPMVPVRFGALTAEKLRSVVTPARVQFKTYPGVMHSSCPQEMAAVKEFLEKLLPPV
GSTO1 counter: counter-screen for RBBP9 inhibitors: inhibitors of human GSTO1; recombinant GSTO1, activity-based probe fluorescence polarization; inhibition, % at 5.96 µM; actives 1.1% (n = 300,000);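 active = inhibition above the campaign mean inhibition plus 3 SD, cut at about 35% in these data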;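 note: 0% = GSTO1-1 with DMSO and 100% = wells lacking GSTO1-1 enzyme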
Target sequence (P78417 whole entry, looked up): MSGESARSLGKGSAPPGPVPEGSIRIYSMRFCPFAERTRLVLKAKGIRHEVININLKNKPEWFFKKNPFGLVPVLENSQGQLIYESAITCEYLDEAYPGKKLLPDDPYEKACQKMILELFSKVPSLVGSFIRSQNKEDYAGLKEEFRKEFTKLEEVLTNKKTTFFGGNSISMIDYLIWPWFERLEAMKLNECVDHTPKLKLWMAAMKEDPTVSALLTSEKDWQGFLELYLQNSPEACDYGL
PAFAH1B3 FP inh: inhibitors of human PAFAH1B3 | inhibition, % at 3.39 µM | Q15102 | actives 0.28% (n = 340,000) | AID 492972 | recombinant PAFAH1B3, FP-rhodamine probe, fluorescence polarization;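 active = inhibition above the screen-wide average of all tested compounds plus 3 SD, cut at about 25% in these data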;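 note: 0% = enzyme with DMSO only and 100% = wells lacking PAFAH1B3 protein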
Target sequence (Q15102 whole entry, looked up): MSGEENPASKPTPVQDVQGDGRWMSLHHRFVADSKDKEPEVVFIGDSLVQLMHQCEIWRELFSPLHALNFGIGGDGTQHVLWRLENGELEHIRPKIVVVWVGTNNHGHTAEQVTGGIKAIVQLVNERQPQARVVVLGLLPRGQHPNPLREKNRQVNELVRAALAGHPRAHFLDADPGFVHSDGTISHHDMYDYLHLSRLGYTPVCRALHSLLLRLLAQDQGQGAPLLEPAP
EBNA-1 inhibitor: blocks EBNA-1 binding to DNA; EBNA-1 DNA binding, fluorescence polarization; inhibition, % at 14.8 µM; actives 0.34% (n = 300,000); in the data active = inhibition above about 28%
LYPLA1 counter: blocks human lysophospholipase 1, a PME1 counter-screen; O75608; recombinant LYPLA1, FP-Rh probe fluorescence polarization; inhibition, % at 5.9 µM; actives 0.16% (n = 320,000);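 active = inhibition above the mean of all tested compounds plus 3 SD, set per campaign, cut at about 14% in these data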;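 note: inhibitors block serine hydrolase probe labeling of LYPLA1 so polarization falls; 0% = enzyme with DMSO and 100% = wells lacking LYPLA1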
Target sequence (O75608 whole entry, looked up): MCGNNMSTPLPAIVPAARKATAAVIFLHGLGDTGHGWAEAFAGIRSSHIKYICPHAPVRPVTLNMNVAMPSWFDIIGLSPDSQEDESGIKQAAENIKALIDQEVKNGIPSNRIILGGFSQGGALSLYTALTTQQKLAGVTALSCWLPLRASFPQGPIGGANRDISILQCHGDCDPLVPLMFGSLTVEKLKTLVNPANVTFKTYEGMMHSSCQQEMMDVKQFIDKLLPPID
PREPL inhibitor: inhibitors of human prolyl oligopeptidase-like enzyme PREPL | Q4J6C6 | inhibition, % at 5.96 µM | actives 0.68% (n = 320,000) | recombinant PREPL, fluorescence polarization activity-based probe | AID 2751; in the data active = inhibition above about 43%;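 note: 0% = enzyme with DMSO and 100% = wells lacking enzyme; many of its hits are not listed in these tables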
PAFAH2 inh: inhibitors of human PAFAH2; inhibition, % at 3.39 µM; recombinant PAFAH2, FP-rhodamine activity probe, fluorescence polarization; actives 0.99% (n = 340,000); Q99487;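 active = inhibition above the mean over all tested compounds plus 3 SD, cut at about 30% in these data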;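 note: inhibitors block probe labeling of enzyme so polarization drops; 0% = enzyme with DMSO and 100% = wells lacking PAFAH2 protein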
PAD4 inh: blocks human protein arginine deiminase 4 | recombinant PAD4, RCA probe fluorescence polarization | inhibition, % at 6.36 µM | AID 485272 | actives 0.41% (n = 330,000);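 active = percent inhibition above a cutoff equal to the mean of all tested compounds plus 3 SD, cut at about 15% in these data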;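 note: 0% = PAD4 with RCA probe and DMSO and 100% = probe without PAD4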
ZTA DNA inh: ZTA (EBV) inhibition in EBNA-1 counter-screen | P03206 | ZTA-DNA binding, fluorescence polarization | inhibition, % at 11 µM | actives 0.15% (n = 320,000); in the data active = inhibition above about 33%
* = called active by the depositor; / = no result given. These rows are one share of the data (hit frequency here may not be typical).

SMILES	LYPLA2 counter	GSTO1 counter	PAFAH1B3 FP inh	EBNA-1 inhibitor	LYPLA1 counter	PREPL inhibitor	PAFAH2 inh	PAD4 inh	ZTA DNA inh
Cc1ccc(NC(=O)CCc2nc3ccccc3s2)c(O)c1	6	13	3	8	3	1	1	1	-5
Cc1ccc(C(=O)N/N=C/c2cn(Cc3ccccc3)c3ccccc23)cn1	1	-2	11	4	-1	24	1	3	3
O=C(COc1ccccc1Br)NC1CCCC1	-5	1	3	-5	0	7	3	-2	-5
COc1ccccc1N(C)S(=O)(=O)c1ccc(C(=O)Nc2ccc3nc(C)sc3c2)cc1	-47	-27	-19	7	-30	-15	-31	2	2
O=C(c1ccc(CS(=O)c2ccccc2Cl)o1)N1CCOCC1 (stereo not drawn)	0	-1	2	6	1	0	-6	-1	-2
Cc1ccccc1/C=N\NC(=O)c1csnn1	8	8	6	-10	4	9	1	1	-15
O=C(NCCS(=O)(=O)N1CCN(c2cccc(Cl)c2)CC1)c1cc(=O)c2ccccc2o1	26	-10	8	-2	-1	-11	11	2	-8
CCCOc1ccc(C2C(C(=O)OC)=C(C)N=C3SCCC(=O)N32)cc1OCC (stereo not drawn)	-3	-3	7	-1	4	7	3	-3	-2
Cc1ccccc1NC(=O)C1CC(=O)N(Cc2ccccc2)C1 (stereo not drawn)	7	8	-4	-3	-3	-3	-1	-4	18
Cc1ccc(S(=O)(=O)N[C@@H](C)C(=O)N2CCC(C(=O)N[C@@H](Cc3ccccc3)C(=O)O)CC2)cc1	6	3	1	-9	2	8	5	-3	3
CCCn1c(COc2ccccc2OC)nc2ccccc21	0	-2	8	14	0	5	-6	0	-16
COc1cccc(C(=O)Oc2ccc3ccc(=O)oc3c2)c1	9	4	7	-3	0	8	-11	-4	5
Cc1ccc(OCc2nnc(SC3CCc4ccccc4C3=O)n2C)cc1 (stereo not drawn)	6	13	3	2	2	-6	3	-1	-3
Cc1ccc(-n2c(C)cc(-c3csc(N)n3)c2C)cc1	2	-3	1	-3	-3	27	3	-1	-8
C[C@H]1CN([C@@H](C)CO)C(=O)c2cccc(NC(=O)C3CC3)c2O[C@H]1CN(C)Cc1ccncc1	/	/	17	/	/	10	-5	-2	/
Cc1ccc(C2N=C(N)Nc3nc4ccccc4n32)cc1 (stereo not drawn)	-1	-3	2	-2	1	6	-6	-5	-1
CCOc1ccc(S(=O)(=O)n2ccc(C)n2)cc1	-5	9	3	-3	0	4	3	-7	0
COc1ccc(CCn2c(N)cc(=O)[nH]c2=S)cc1OC	-3	6	6	0	-2	10	-3	-4	-14
Cc1cc(C)c(OCC(=O)OCC(=O)NCc2cccs2)c(C)c1	0	-2	0	-1	3	6	-4	-3	12
Cc1ccc(C(=O)OCC(=O)Nc2ccccc2Cl)c(O)c1	2	3	6	18	1	6	3	-4	5

Structures shown so far that have a Cl atom (three):
SMILES	LYPLA2 counter	GSTO1 counter	PAFAH1B3 FP inh	EBNA-1 inhibitor	LYPLA1 counter	PREPL inhibitor	PAFAH2 inh	PAD4 inh	ZTA DNA inh
O=C(c1ccc(CS(=O)c2ccccc2Cl)o1)N1CCOCC1 (stereo not drawn)	0	-1	2	6	1	0	-6	-1	-2
O=C(NCCS(=O)(=O)N1CCN(c2cccc(Cl)c2)CC1)c1cc(=O)c2ccccc2o1	26	-10	8	-2	-1	-11	11	2	-8
Cc1ccc(C(=O)OCC(=O)Nc2ccccc2Cl)c(O)c1	2	3	6	18	1	6	3	-4	5

The list continues:
SMILES	LYPLA2 counter	GSTO1 counter	PAFAH1B3 FP inh	EBNA-1 inhibitor	LYPLA1 counter	PREPL inhibitor	PAFAH2 inh	PAD4 inh	ZTA DNA inh
CCOC(=O)CNC(=O)CSc1nc2cccnc2n1C1CCCCC1	0	-5	9	5	-2	18	0	1	-8
O=C(NCc1ccc(F)cc1)C1CCN(S(=O)(=O)c2ccc(Br)s2)CC1	0	1	2	-10	1	-3	-11	4	-15
O=S(=O)(NC1CCCC1)c1ccc(S(=O)(=O)N(Cc2cccs2)CC2CCCO2)cc1 (stereo not drawn)	2	4	6	-15	-2	11	-3	0	-10
O=C(CC1C[C@H](C(=O)N2CCCCC2)[C@@]2(CCc3ccccc3)c3[nH]c4ccccc4c3CCN2C1=O)NCc1cccc(C(F)(F)F)c1 (stereo partly drawn)	/	/	7	/	/	6	-7	-1	/
CC(=O)/C=N/Nc1ccccc1	-9	-2	13	0	-2	0	-22	-1	0
COc1ccccc1CC(=O)O/N=C(\N)c1cccc([N+](=O)[O-])c1	2	-9	2	-21	6	5	3	-3	-2
CCOC(=O)C1=C(O)/C(=C\c2ccc(O)c(OCC)c2)N=C1C	-3	11	-4	1	-3	3	-2	-5	-2
Cc1cc(NC(=O)c2ccccc2)n(-c2ccccc2)n1	-1	-12	3	7	-2	-1	1	-2	20
C=CCOc1ccc(/C=C/C(=O)OCC(=O)NNC(=O)c2ccccc2F)cc1	/	/	-1	/	/	4	1	1	/
Cc1cc(NC(=O)CCC(=O)N(c2ccccc2F)C(C(=O)NC2CCCC2)c2ccccc2)no1 (stereo not drawn)	-3	2	-2	-11	-1	13	-3	3	6
Cc1c(Cl)cccc1NC(=S)NCc1ccccc1Cl	0	2	5	-3	-3	2	-4	1	18
COc1ccc(C(=O)OCCc2cc3ccccc3c(=O)o2)cc1	4	/	5	/	0	1	9	0	26
COc1cc(C(CCN2CCCC2)c2c(OC)cc(OC)c3ccc(=O)oc23)cc(OC)c1OC (stereo not drawn)	-2	5	2	-1	3	-9	-5	-2	-2
COc1cc(CCCN2CCNC[C@@H]2Cc2ccccc2)cc(OC)c1OC	-2	4	0	6	0	-51	-1	1	-5
Oc1ccccc1-c1nnc(COc2ccccc2)o1	-4	9	14	-2	-1	3	8	5	5
CCc1nc(SCC(=O)Nc2ccc(N(C)C)cc2)n[nH]1	-5	3	-1	-3	-1	1	6	-2	15
Cc1csc2c(=O)n3c(nc12)CCCCC3	-3	0	6	15	-4	8	3	2	6
ON1C(c2ccc(Cl)cc2Cl)N(O)[C@H]2CCCC[C@H]21 (stereo partly drawn)	1	4	5	4	1	15	12	4	13
Cc1cccc(C)c1NC(=O)c1ccc(-c2ccc(Cl)cc2Cl)o1	-7	-2	2	-2	-8	-3	-10	-3	10
CCNC(=S)N(CCc1c(C)[nH]c2ccc(C)cc12)Cc1cccs1	-2	1	12	2	-4	22	6	3	-7
COC(=O)c1ccc(C23CC4(C2)[C@H](CN(Cc2ccc(-c5ccccc5)cc2)[C@@H]4c2ccccc2)C3c2ccccc2)cc1 (stereo partly drawn)	-3	-1	8	0	3	-16	-6	0	-20
C/C(=N\NC(=O)c1ccncc1)c1cccc(NC(=O)c2ccc(C(C)(C)C)cc2)c1	-15	-12	16	-13	-5	6	-9	-4	5
CSc1cccc(NC(=O)OC2CCCCCCCCCCC2)c1	4	-3	-3	-10	-2	2	-11	0	11
CCN(CC)CCn1c2c(c(SCC(=O)Nc3ccccc3Cl)nc1=O)CCC2	-4	8	6	10	-2	16	12	3	10
CCN(CC(=O)Nc1c(F)cccc1F)C(=O)CSc1ccccc1	6	8	7	6	1	-1	5	-1	4
O=C(Nc1nnc(CCN2CCOCC2)s1)c1ccccc1	0	5	12	-4	-4	-6	2	-10	16
O=C(NN1CCOCC1)c1ccc(Cl)cc1	14	4	0	10	1	13	4	6	4
COc1ccc(N2CCN(C(=O)Nc3ccccc3C)CC2)cc1	4	-4	2	7	0	3	-5	0	-7
Cn1cc(/C=N/NC(N)=S)c2ccccc21	-4	-1	6	1	-2	6	0	0	5
Cc1ccccc1N(C)C(=O)c1coc(=O)c2ccccc12	-4	3	6	4	0	-4	-7	-3	-24
C=CCNc1nnnc2c1sc1nc(N3CCOCC3)c3c(c12)CCCC3	-4	-7	4	11	-4	-5	7	-2	14
CCCCN(C)C(=O)c1nc2ccccn2c1CN1CCC[C@H]1C(=O)OC	0	12	9	-3	0	11	-4	5	-4
O=C(NCCc1ccc(F)cc1)N[C@@H](Cc1ccccc1)C(=O)O	-6	1	1	-16	-3	-89	-5	2	-11
O=C(Nc1ccc(NC(=O)c2ccc([N+](=O)[O-])cc2[N+](=O)[O-])cc1)c1ccco1	3	-2	-8	0	0	4	-7	-5	-1
CCOC(=O)c1c(O)c2cc(Cl)ccc2n(CC)c1=O	1	15	/	-1	-2	19	/	0	-11
COc1cccc(-c2nnc(SCC(=O)NC3CCS(=O)(=O)C3)n2C)c1 (stereo not drawn)	0	/	2	/	2	-3	6	-4	2
O=c1cc(N2CCCCC2)c(-c2ccccc2)nn1Cc1ccc(F)cc1	2	-13	1	-8	0	-13	8	2	-19
Cc1nn(C2CCCO2)c(=O)nc1N (stereo not drawn)	-2	0	/	-1	-1	-5	/	-6	3
COc1ccccc1CNC(=O)CN1CCC(n2cnc3cc(F)ccc32)CC1	-2	2	3	-7	-3	-14	1	2	-8
COCC(=O)Nc1cccc(Br)c1	3	2	2	-7	1	-4	0	-4	-1

The list goes on, starting with the last two of the part before.
SMILES	LYPLA2 counter	GSTO1 counter	PAFAH1B3 FP inh	EBNA-1 inhibitor	LYPLA1 counter	PREPL inhibitor	PAFAH2 inh	PAD4 inh	ZTA DNA inh
COc1ccccc1CNC(=O)CN1CCC(n2cnc3cc(F)ccc32)CC1	-2	2	3	-7	-3	-14	1	2	-8
COCC(=O)Nc1cccc(Br)c1	3	2	2	-7	1	-4	0	-4	-1
O=C(CSc1nnc(C2CC2)n1Cc1ccccc1)NCc1ccccc1	-1	-2	1	12	-5	2	-12	-1	1
COc1ccc(C2C(C(C)=O)=C(O)C(=O)N2c2nccs2)cc1OC (stereo not drawn)	1	-2	8	-5	3	-13	0	-3	-20
Cc1c(F)cccc1NC(=O)CSCC(=O)Nc1ccccc1	-3	-4	3	7	2	-20	2	4	14
CC1CCCC(NC(=O)c2ccc(CNc3c(N4CCCC4)c(=O)c3=O)cc2)C1C (stereo not drawn)	10	-1	3	5	1	-9	-8	-4	0
Cc1nc2nc(N)nc(OCc3ccccc3)c2nc1C	-7	-4	/	-14	1	4	/	-5	-5
COc1cc(NC(=S)NCc2cccnc2)c(OC)cc1Cl	2	0	3	7	-3	-8	-3	1	-2
COC(=O)C1=CN(Cc2cccs2)C=C(C(=O)OC)C1c1cccc(O)c1	2	1	6	-3	-2	11	5	0	-4
O=C(COC(=O)CNC(=O)c1ccco1)NCCN1C(=O)CSC1=O	6	-4	8	-15	4	1	0	-1	-3
CCCCOC(=O)Nc1cc(C(=O)OC)ccc1C(=O)OC	0	1	9	-4	-1	4	7	-2	-1
COc1ccc(-n2nc3c(c2NC(=O)COc2ccccc2)CS(=O)(=O)C3)cc1	-6	1	0	15	0	-14	12	2	0
O=C(O)CC(c1ccc(Cl)cc1)n1cccc1 (stereo not drawn)	-2	-5	9	-2	1	2	0	0	-20
COc1cccc(NC(=O)COC(=O)c2ccccc2SCC(=O)N2CCCC2)c1	4	0	1	5	0	-8	82*	-1	10
C/C(=N\NC(=O)c1sccc1C)c1ccncc1	1	0	9	11	1	6	-2	1	-14
COc1ccccc1CNC(=O)[C@H](C)NC(=O)C1CCN(C(=O)[C@@H](N)Cc2ccccc2)CC1	0	4	7	1	2	4	1	-1	-1
COc1ccc(Cl)cc1NC(=O)NCc1ccc2c(c1)OCO2	2	-5	0	-2	-1	0	10	3	-5
Cc1oc2cc(O)ccc2c(=O)c1-c1nncn1-c1ccccc1	7	7	8	-4	10	31	5	18*	-9
COc1ccccc1NS(=O)(=O)c1cc(NC(=O)C(C)NC(N)=O)ccc1N1CCCC1 (stereo not drawn)	-5	/	9	/	-3	14	2	0	6
COc1ccc(/C=N/Nc2ccc(C(F)(F)F)cc2[N+](=O)[O-])cc1	2	3	-1	-2	2	-2	1	4	6
CCCCC(=O)Nc1ccc(C(=O)NNC(=S)NC(=O)c2cccs2)cc1	7	2	8	-2	6	13	1	-5	-17
O=C(NC1CCCC1)C(c1ccncc1)N(C(=O)c1csnn1)c1cccc(Cl)c1 (stereo not drawn)	4	3	2	-9	5	5	8	-1	-11

Assay outcomes as filed in PubChem BioAssay.
